Bioassay records: PubChem, National Center for Advancing Translational Sciences (NCATS)
WRN inhibitor – WRN helicase (human) inhibition. WRN helicase unwinding, fluorescent forked duplex, kinetic. Potency, µM (series often up to 114 µM), without a hit: top-dose activity change, negative = inhibition, actives largely listed as inhibitors. 0.46% of 360,000 active. AID 651768; further: potency means the concentration at half of the fitted maximal effect; on the % scale 0 is the no-effect control and ±100 the full control effect; nearly all actives have a fitted effect of over 55% in size
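WRN at 20 nM final was preincubated with compound for 15 min at room temperature; reaction started with 100 nM forked duplex oligonucleotide carrying fluorophore and quencher plus 2 mM ATP (final). Unwinding followed kinetically by red fluorescence (ex 525/em 598 nm).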
GLP1R ag – activates the human GLP-1 receptor | P43220 | HEK293 GLP-1R CRE-luciferase, luminescence, 4-6 h; cells express a hypersensitive GLP-1R form | Potency, µM (top dose mostly 45.6 µM), for inactives: top-dose activation, most hits filed as activators | 0.007% of 380,000 active | AID 624172; further: potency means the concentration at half of the fitted maximal effect; % of control where 0% means no effect
Target sequence (P43220 whole entry, looked up): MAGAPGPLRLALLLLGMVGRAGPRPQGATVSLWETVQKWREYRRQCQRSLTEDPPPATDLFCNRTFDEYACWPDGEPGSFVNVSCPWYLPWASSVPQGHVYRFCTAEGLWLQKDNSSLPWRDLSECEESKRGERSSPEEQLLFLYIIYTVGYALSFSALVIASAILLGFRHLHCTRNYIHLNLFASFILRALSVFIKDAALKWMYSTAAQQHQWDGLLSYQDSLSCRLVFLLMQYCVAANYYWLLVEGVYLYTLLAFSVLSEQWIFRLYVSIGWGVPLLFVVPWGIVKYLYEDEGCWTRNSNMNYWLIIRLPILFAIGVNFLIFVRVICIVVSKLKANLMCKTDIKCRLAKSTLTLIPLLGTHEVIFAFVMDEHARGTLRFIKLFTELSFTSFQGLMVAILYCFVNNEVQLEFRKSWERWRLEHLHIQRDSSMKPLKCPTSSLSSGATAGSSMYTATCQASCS
HEK293 tox – cytotoxic in the GLP-1 receptor inverse agonist counter-screen | Potency, µM (doses to about 38.3 µM), for the others: at the highest dose activity change, negative = inhibition, usual class: inhibitors | AID 624418 | 0.13% of 410,000 active | HEK293 cAMP-luciferase reporter cells, luminescence, 24 h;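 further: loss of luciferase light is scored as toxicity; potency means the concentration at half of the fitted maximal effect; on the % scale 0 is the no-effect control and ±100 the full control effect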
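Cells in DMEM/10% Nu serum/1% pen-strep, 1536-well format. Pre-incubated 12 h, dosed with 23 nL compound, incubated a further 24 h. Luciferase detection, 12 min at room temp, luminescence.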
PLK1 PBD block – blocks phosphopeptide binding to human PLK1 polo-box domain. 2.8% of 360,000 active. P53350. Plk1 PBD binding of FITC phosphopeptide, fluorescence polarization. Potency, µM, for the others: max response, negative = inhibition, usual class: inhibitors. AID 720504; further: potency means the concentration at half of the fitted maximal effect; series mostly up to about 57 µM; on the % scale 0 is the no-effect control and ±100 the full control effect; nearly all actives have a fitted effect of over 65% in size
D3 ag – agonists of human D3 dopamine receptor. 0.58% of 410,000 active. max activation, %. AID 652048. D3R DiscoveRx beta-arrestin cells, luminescence, 90 min; in the data active means max activation above about 30%; further: 0% is about no effect; mostly tested at two doses, the higher about 12 µM
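Agonist mode: compounds and dopamine controls were applied to plated cells for 90 min at 37 degrees C after an overnight attachment at 1500 cells/well. Luminescent read-out followed 30 - 60 minutes at room temperature with DiscoveRx detection reagent.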
PI5P4Ka inh – inhibitors of human PI5P4K alpha; P48426; PI5P4Kalpha enzyme, ADP-Glo luminescence, 60 min; hits give low values; max response, %; 1.2% of 330,000 active; AID 652105; active means max response of -50% or lower; inconclusive means between -30% and -50%; inactive means -30% or higher; further: value at the top dose of about 77 µM; on the % scale 0 is the no-effect control and ±100 the full control effect
Target sequence (P48426 whole entry, looked up): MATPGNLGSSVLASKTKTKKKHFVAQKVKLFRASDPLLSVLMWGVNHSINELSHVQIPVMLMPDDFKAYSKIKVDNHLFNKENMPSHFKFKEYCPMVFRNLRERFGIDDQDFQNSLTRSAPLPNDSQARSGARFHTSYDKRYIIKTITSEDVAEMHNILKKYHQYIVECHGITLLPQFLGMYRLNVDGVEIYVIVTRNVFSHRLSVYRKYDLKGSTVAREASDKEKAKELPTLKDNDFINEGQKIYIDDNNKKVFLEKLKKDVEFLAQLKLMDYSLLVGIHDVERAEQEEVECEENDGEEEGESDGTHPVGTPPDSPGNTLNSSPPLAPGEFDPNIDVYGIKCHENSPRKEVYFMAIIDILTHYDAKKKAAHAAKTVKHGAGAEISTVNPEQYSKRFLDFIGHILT
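Compounds were pin-transferred onto PI5P4Kalpha and substrate in HEPES pH 7.4 buffer with EGTA, CHAPS and 5% DMSO. ATP (5 microM final) started the reaction, which ran 60 minutes at room temperature before ADP-Glo detection.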
IL-2 act – IL-2 activation; IL-2 activation reporter assay, cell-based qHTS; stimulated with anti-CD3/CD4/CD28 beads; in transgenic mouse T cells; activation, % (series mostly up to about 46 µM); 0.065% of 360,000 active; in the data active means activation above about 50%; inconclusive means mostly about 30% to 49%; further: 0% is about no effect
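Readout: EGFP and DsRed signals by fluorescent plate cytometry. Unstimulated transgenic mouse T cells received compound 60 min before antibody-bead stimulation, then incubated 18 h at 37 degrees C.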
GLP-1R inv ag – acts as inverse agonist at human GLP-1 receptor; P43220; HEK293 GLP-1R CRE-luciferase, luminescence, 24 h; GLP-1R form is constitutively active; Potency, µM (top dose mostly 38.3 µM), for inactives: at the highest dose activity change, negative = inhibition, usual class: inhibitors; 1.6% of 410,000 active; further: potency means the concentration at half of the fitted maximal effect; on the % scale 0 is the no-effect control and ±100 the full control effect; nearly all actives have a fitted effect of over 55% in size
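GLP-1R inverse agonism mode: basal reporter luminescence in engineered HEK293 cells measured after one day of compound exposure at 37 deg C, with a 12 min room-temperature detection step.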
DRD3 antagonist – blocks the human D3 dopamine receptor | 2.5% of 360,000 active | D3R cells, DiscoveRx beta-arrestin luminescence, antagonist mode; hits give low values | P35462 | max response, negative = inhibition, %; in the data active means max response below about -50%; inconclusive means no clear call, values can overlap the other calls; further: on the % scale 0 is the no-effect control and ±100 the full control effect; mostly tested at two doses, the higher about 12 µM
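Cells plated overnight at 1500 cells/well, then exposed to library compounds with dopamine controls for 90 minutes at 37 degrees C. DiscoveRx reagent added for 30–60 minutes at room temperature; luminescence read, quantitative HTS format.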
Starred values were filed as active, the others as inactive; u = inconclusive; x = no result given; & = joins results of further samples; [ ] = dose if it differs, or a comment. Unless noted, the call rests on the fitted dose curve; in most records, active means well fitted curve in the direction sought with a large enough effect; inconclusive means small, poorly fitted or top-dose-only effect, or another doubt; inactive means no such curve, though single readings can be large; an effect the other way counts as inactive or inconclusive. Rows are unselected; overall some 7.8% were active at least once.

Fields: HEK293 tox	GLP1R ag	WRN inhibitor	D3 ag	DRD3 antagonist	PI5P4Ka inh	IL-2 act	GLP-1R inv ag	PLK1 PBD block
1) O=C(NCC1COc2ccccc2O1)c1cn(Cc2ccc(F)cc2)nn1 (stereo not given)
    -1%	2%	-13%	-1	-16	0	-1.8	-75%	-16%
2) COc1ccc(NC(=O)c2ccc(S(=O)(=O)N3CCCCC3)cc2)c(OC)c1
    -7%	7%	4%	-4	3	-4	0.0	-8%	5%
3) CC(C)OC(=O)c1cccc(C(=O)OCc2ccco2)n1
    -4%	5%	-30%	-1	-20	-6	-0.3	101%[activator]	-9%
4) C/C(CC(=O)Nc1cccc(F)c1)=N\NC(=O)c1ccncc1
    -15%	2%	-1%	3	-2	2	-0.3	-1%	-2%
5) Cc1nc(Cl)cc(N/N=C/c2ccc(O)cc2O)n1
    -8%	u	-11%[57.1 µM]	-6	0	-11	0.6	33%[activator]	-5%
6) C/C(=N\NC(=O)c1cccc([N+](=O)[O-])c1)c1ccncc1
    -3%	15%	-5%	-3	12	2	0.2	36%[activator]	-4%
7) COc1ccccc1-c1nnc(SCC(=O)N2CCCC2)o1
    u	8%	-17%	3	0	-19	1.0	-6%	0%
8) COc1cc2[nH]c(C(=O)N3CC(C)OC(C)C3)cc2c(OC)c1OC (stereo not given)
    1%	9%	9%[57.1 µM]	3	-10	-6	0.8	49%[activator]	-8%
9) COCCCNC(=O)c1oc2ccc(S(=O)(=O)N3CCOCC3)cc2c1C
    16%	2%	-3%	-2	1	2	0.6	14%	u
10) Nc1c(C(=O)NC2CCCC2)c2nc3ccccc3nc2n1/N=C/c1ccco1
    17%	-1%	-4%	-7	-15	x	1.1	0%	-4%
11) CCC1CCCCN1CCCNC(=O)c1ccc(CS(=O)(=O)Cc2ccccc2F)o1 (stereo not given)
    6%	2%	1%	0	-15	-6	-0.6	-5%	-8%
12) CS(=O)(=O)c1ccc2nc(NC(=O)CN3CCN(Cc4ccccc4)CC3)sc2c1
    -9%	9%	-3%	-6	-14	x	3.7	0%	-3%
13) Cn1cnc([N+](=O)[O-])c1Sc1nc(N)nc2c1ncn2Cc1ccccc1
    -43%	-1%	-4%	5	2	-4	-0.7	-23%	-19%
14) CN(CCCNS(=O)(=O)c1cccc2cccnc12)Cc1ccccc1
    4%	5%	-1%	-8	u	-2	-1.3	-15%	-1%
15) CCOc1cc(CNc2cccc3[nH]c(C)nc23)ccc1OC
    -14%	20%	1%	7	5	-1	2.0	u	-12%
16) CC(=O)c1ccc(S(=O)(=O)N(C)CCCC(=O)N(C)Cc2c(F)cccc2Cl)cc1
    -8%	18%	-2%	6	13	4	-2.6	-3%	4%
17) CC(C)c1ccc(NC(=O)c2cc(S(=O)(=O)NCC3COc4ccccc4O3)ccc2F)cc1 (stereo not given)
    3%	0%	-14%	2	-7	29	-2.8	u	-6%
18) O=P1(Nn2cnnc2)C=C(c2ccccc2)OC(c2ccccc2)=C1
    -15%	6%	-7%	7	16	x	0.2	-3%	-3%
19) NC1=NC2(CCCCC2)N(c2ccc(F)cc2F)C(N)=N1
    -13%	-3%	-2%	-6	-15	-6	-0.2	-17%	-13%
20) Cc1nc2nc(SCC(=O)NCCc3ccccc3)nn2c(C)c1Cc1c(F)cccc1Cl
    -14%	1%	x	0	x	x	x	-18%	x
21) CCc1ccc(NC(=O)NCCN2CCCCC2)cc1
    3%	1%	1%	-9	10	5	-0.1	-19%	6%
22) CC1=NN(c2nc(C)cc(C)n2)C(=O)C1CCC(C)C (stereo not given)
    u	27%	-5%	-3	-60*	x	-0.6	-14%	-3%
23) CCc1ccc(NC(=O)Cn2c(=O)n(-c3cc(OC)c(OC)c(OC)c3)c(=O)c3ccccc32)cc1
    5%	2%	x	-7	x	x	x	1%	x
24) COCCCNC(=O)c1c(NC(=O)C2COc3ccccc3O2)sc2c1CCCC2 (stereo not given)
    0%	-4%	1%	4	41	5	-0.8	-9%	-14%
25) O=C(CSc1ccccn1)Nc1ccc2c(c1)OCO2
    0%	5%	8%	-5	5	-4	-1.0	4%	-8%
26) CCN(CC)CCNC(=O)C(=O)Nc1cc2c3c(c1)CCC(=O)N3CCC2
    -11%	-3%	1%	0	11	6	-1.2	80%[activator]	1%
27) O=C(Cc1cccc2ccccc12)Nc1ccccc1
    6%	22%	16%	-6	-17	8	-0.3	u	-14%
28) CN(c1ccccc1)S(=O)(=O)c1ccc(Cl)c(C(=O)NC2=NCCS2)c1
    10%	-9%	-4%	-1	3	-3	3.9	-40%	-3%
29) Cc1cc(N2CC(=O)N(CCc3ccccc3)C(=O)C2)n2ncnc2n1
    -4%	-3%	4%	2	18	-2	0.3	8%	4%
30) Cc1ccc(-c2noc(CSc3nc(N)cc(N)n3)n2)cc1
    -6%	29%	1%	0	-9	x	-2.3	0%	-5%
31) Cc1ccc2nc(C3CCCCC3)c(Cc3ccccc3C(F)(F)F)n2c1
    1%	-2%	-4%	-9	2	2	-0.9	u	-4%
32) O=C(CNC(=O)c1ccccc1)Sc1ccccc1
    -10%	4%	-20%	-4	1	-3	-0.6	4%	4.7µM*
33) COc1ccc(/C=C(/NC(=O)c2ccccc2)C(=O)N/N=C/c2sccc2C)cc1
    14%	10%	6%	-13	0	-6	-3.4	0%	-14%
34) CN(C)c1ccc(/C=N/n2c(COc3ccccc3)n[nH]c2=S)cc1
    6%[1.53 µM]	2%	-33%[57.1 µM]	-25	-14	5	0.1	1%	11µM*
35) COC(=O)c1ccc(C(=O)OC)c(NC(=O)CN2CCN(c3ccccc3)CC2)c1
    -8%	13%	-3%	23	36	x	-1.1	6%	1%
36) O=C(CCN1C(=O)c2ccccc2S1(=O)=O)Nc1ccc(Cl)cc1
    -1%	-4%	-1%	-6	1	6	-1.0	-15%	3%
37) C/C(=N\NC(=S)NCc1ccccc1)c1ccccc1F
    u	24%	-5%	-1	-4	-1	-0.9	u	-5%
38) CCOC(=O)c1c(S(=O)(=O)N2CCCC(C(=O)Nc3ncccc3C)C2)c(C)n(C)c1C (stereo not given)
    -11%&0%	-2%	-3%	3&8	4	8	-2.8	18%&4%	-1%
39) CCN(CC)S(=O)(=O)c1cccc(C(=O)OCC(=O)C23CC4CC(CC(C4)C2)C3)c1
    12%	6%	5%	-3	19	x	-2.7	0%	-8%
40) CCN(CC)S(=O)(=O)c1ccc(C)c(NC(=O)COC(=O)CCC(=O)c2cccs2)c1
    -9%	-1%	1%	3	6	1	-0.5	5%	1%
41) COC(=O)c1sc(-c2ccc(Cl)cc2)cc1NC(=O)/C=C/C(=O)O
    u	7%	-2%	2	-22	u	-5.5	u	-12%
42) Cc1ccc(C)c(NC(=O)CSc2nnc(CCNC(=O)OC(C)(C)C)o2)c1
    22%	14%	-21%	-5	14	-1	6.3	11%	-6%
43) O=C(c1ccc2c(c1)N(Cc1ccccc1F)C(=O)c1ccccc1S2)N1CCOCC1
    1%	10%	-2%	0	4	0	-0.3	-21%	1%
44) CCOC(=O)c1ccc(Nc2sc(C(=O)c3cccc([N+](=O)[O-])c3)c(N)c2C#N)cc1
    13%	1%	6%	0	8	2	-2.8	-6%	-12%
45) COc1ccc(S(=O)(=O)N2CCC(C(=O)Nc3ccccc3N3CCCC3)CC2)cc1OC
    2%	-3%	3%	-14	29	7	-1.1	u	-2%
46) COC(=O)[C@@]12CCCCN1[C@H](c1ccc(SC3CCCCC3)cc1)[C@H]1C(=O)N(C)C(=O)[C@H]12
    3%	-4%	-16%	-12	32	14	-0.6	6%	3%
47) O=C(NCCN1CCOCC1)c1noc2c1CCc1ccccc1-2
    6%	3%	-2%	-18	5	x	-2.1	0%	-12%
48) CS(=O)(=O)c1ccc(Cl)c(NC(=O)CSc2n[nH]c(N)n2)c1
    19%	2%	10%	2	-4	8	-3.3	12%	0%
49) Cc1cccc(NC(=O)CN2C(=O)N/C(=C/c3cc(C)n(-c4cccnc4)c3C)C2=O)c1
    -5%	5%	-14%	0	-8	1	1.3	34%[activator]	-1%
50) CC(=O)Nc1ccc2nc(-c3cccnc3)[nH]c2c1
    1%	-8%	-29%	3	3	7	0.2	0%	-7%
51) Cc1ccc2c(c1)NC(=O)C(CC(=O)Nc1ccc(CN3CCC(C)CC3)cc1)O2 (stereo not given)
    3%	3%	-5%	-9	-61*	4	-2.0	13%	-11%
52) O=C(NCCN1CCCC1)c1ccc(Cl)cc1
    7%	-4%	-1%	-11	-98*	0	-0.1	-4%	-10%
53) CC(C)(C)c1ccc(N2C(=O)CC(C/C=C/c3ccccc3)C2=O)cc1 (stereo not given)
    -7%	-4%	-2%	1	9	2	0.9	11%	-1%
54) COc1cccc(C(c2nnnn2Cc2ccco2)N2CCN(c3cccc(C)c3C)CC2)c1OC (stereo not given)
    2%	-14%	5%	6	10	19	-0.1	u	-5%
55) COc1ccc(OC)c(NC(=O)CSc2nc(=O)n(CCN3CCOCC3)c3c2CCC3)c1
    -3%	-1%	2%	4	20	10	-0.3	10%	-4%

Two entries picked at random from those above:
Fields: HEK293 tox	GLP1R ag	WRN inhibitor	D3 ag	DRD3 antagonist	PI5P4Ka inh	IL-2 act	GLP-1R inv ag	PLK1 PBD block
40) CCN(CC)S(=O)(=O)c1ccc(C)c(NC(=O)COC(=O)CCC(=O)c2cccs2)c1
    -9%	-1%	1%	3	6	1	-0.5	5%	1%
8) COc1cc2[nH]c(C(=O)N3CC(C)OC(C)C3)cc2c(OC)c1OC (stereo not given)
    1%	9%	9%[57.1 µM]	3	-10	-6	0.8	49%[activator]	-8%
